Ba/F3 V617F tox – reduce viability of Ba/F3 cells dependent on JAK2V617F; Ba/F3 EpoR-JAK2V617F viability, ATP luminescence; inhibition, % at 5.6 µM; 1.1% of 220,000 active;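 active = inhibition above the campaign mean plus 3 SD over all tested compounds, cut at about 24% in these data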;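 note: cytokine-independent growth of Ba/F3 cells driven by EpoR plus mutant JAK2; 0% = DMSO-treated cells and 100% = JAK inhibitor I control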
Calpain2 inh – inhibitors of pig calpain II; AID 1236; inhibition, % at 16 µM; purified calpain II, fluorogenic peptide substrate, 30 min; 0.37% of 220,000 active;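 active = inhibition above about 50%, limit read from the data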
PERK inh – inhibitors of human PERK kinase; Q9NZJ5; CHO PERK-DD fusion, SEAP luminescence translation reporter; inhibition, % at 5.6 µM; 0.17% of 220,000 active;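 active = inhibition above the mean inhibition of all tested compounds plus 3 SD, set separately per screening campaign, cut at about 2.9% in these data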;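 note: PERK kinase domain activated by AP20187 dimerizer at 100 nM; 0% = DMSO with dimerizer and 100% = rapamycin at 8.4 µM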
Target sequence (Q9NZJ5 whole entry, looked up, the tested form may be a part): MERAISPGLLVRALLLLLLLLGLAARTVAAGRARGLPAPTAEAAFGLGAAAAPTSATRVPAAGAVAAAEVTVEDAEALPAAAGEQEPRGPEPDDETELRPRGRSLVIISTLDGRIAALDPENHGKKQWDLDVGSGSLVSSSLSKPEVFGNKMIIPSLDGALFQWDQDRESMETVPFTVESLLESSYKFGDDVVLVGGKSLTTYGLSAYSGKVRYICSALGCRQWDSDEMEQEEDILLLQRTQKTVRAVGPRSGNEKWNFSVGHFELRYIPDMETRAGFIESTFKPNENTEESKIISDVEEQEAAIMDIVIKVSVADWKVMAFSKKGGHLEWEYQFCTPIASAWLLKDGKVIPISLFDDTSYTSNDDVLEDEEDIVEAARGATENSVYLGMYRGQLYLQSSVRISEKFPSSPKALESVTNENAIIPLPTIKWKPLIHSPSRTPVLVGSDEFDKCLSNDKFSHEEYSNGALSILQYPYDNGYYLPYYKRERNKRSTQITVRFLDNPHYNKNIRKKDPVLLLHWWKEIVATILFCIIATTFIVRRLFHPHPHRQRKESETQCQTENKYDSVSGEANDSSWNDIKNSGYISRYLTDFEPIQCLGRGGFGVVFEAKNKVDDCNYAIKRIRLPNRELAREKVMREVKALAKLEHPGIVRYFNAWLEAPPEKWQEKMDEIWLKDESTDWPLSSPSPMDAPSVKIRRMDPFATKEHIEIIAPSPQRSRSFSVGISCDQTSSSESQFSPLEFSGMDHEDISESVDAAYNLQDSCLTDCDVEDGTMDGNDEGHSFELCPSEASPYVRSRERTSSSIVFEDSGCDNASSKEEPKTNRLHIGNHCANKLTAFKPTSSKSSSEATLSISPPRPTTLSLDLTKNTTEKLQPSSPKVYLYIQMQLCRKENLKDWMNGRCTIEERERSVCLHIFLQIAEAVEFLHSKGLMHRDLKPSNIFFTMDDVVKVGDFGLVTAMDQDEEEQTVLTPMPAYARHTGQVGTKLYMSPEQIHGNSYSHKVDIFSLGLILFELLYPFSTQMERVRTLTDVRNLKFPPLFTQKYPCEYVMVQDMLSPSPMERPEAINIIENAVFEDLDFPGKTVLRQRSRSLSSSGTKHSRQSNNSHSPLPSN
TRPML3 ag – human mucolipin-3 channel agonism. HEK293 TRPML3-YFP, Fluo-8 calcium fluorescence; 100% = the carbachol control signal. Q8TDD5. activation, % at 3 µM. AID 1448. 0.29% of 220,000 active;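 active = activation above its plate's cutoff, the mean activation of the plate's test wells plus 3 SD, cut at about 12% in these data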;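 note: 0% = DMSO only wells and 100% = carbachol wells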
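system = HEK293 cells stably carrying human TRPML3-YFP | doses = one concentration, 3 µM nominal, 0.3% DMSO | timing = dye loading 1 h 37 °C then 30 min ambient, 125 s read | detection = Fluo-8 calcium dye fluorescence, ex 470-495, em 515-575 nm | benchmarks = high control carbachol 87 µM, low control DMSO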
S1P4 ag – agonists of human S1P4 receptor; O95977; S1P4-expressing cell line, agonist reporter assay; activation, % at 4.98 µM; 0.35% of 220,000 active; AID 1509; in the data active = activation above about 11%;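 note: 0% = DMSO vehicle and 100% = reference agonist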
TRPN1 ag – agonists of zebrafish TRPN1 channel; activation, % at 3 µM; 0.18% of 220,000 active; HEK293 zebrafish TRPN1-YFP, Fluo-8 calcium fluorescence; 100% = response to 87 µM carbachol;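 active = activation above its plate's cutoff, the mean activation of test wells on that plate plus 3 SD, cut at about 19% in these data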;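 note: 0% = DMSO alone and 100% = 87 µM carbachol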
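System: zebrafish TRPN1-YFP in HEK293 cells / Dosing: 3 µM single point / Timing: dye loading 1 h at 37 °C, then 30 min room temperature / Signal: Fluo-8 calcium fluorescence, excitation 470-495 nm, emission 515-575 nm / Read-out basis: percent activation from peak over basal fluorescence ratio, control-normalized / Control set: high carbachol 87 µM, low DMSO alone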
EP2 modulator – modulators of human EP2 prostaglandin E2 receptor | P43116 | EP2-expressing cells, cAMP HTRF FRET, PGE2 co-stimulation | induction, % at 25 µM | 0.83% of 260,000 active;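 active = compounds whose cAMP rise, as percent of the full-agonist control response, exceeds 60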;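 note: rat C6 glioma line stably carrying human EP2 under a CMV promoter; the protocol text gives 20 µM as final concentration; 100% = response of wells given 1 µM PGE2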
S1P4 antagonist – antagonists of human S1P4 receptor. S1P4-expressing cells, antagonist mode, reporter read-out. 0.26% of 220,000 active. O95977. inhibition, % at 4.98 µM; in the data active = inhibition above about 29%;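 note: 0% = wells stimulated with agonist and 100% = vehicle wells without agonist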
BaF3 parental – counter-screen for JAK2V617F inhibitors: parental Ba/F3 viability inhibitors | CellTiter-Glo ATP luminescence | inhibition, % at 5.6 µM | AID 1486 | 1.1% of 220,000 active;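 active = inhibition above a per-campaign cutoff, the mean inhibition of all tested compounds plus 3 SD, cut at about 27% in these data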;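 note: 0% = DMSO wells and 100% = JAK Inhibitor I control wells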
Active calls of the source: *; · = no result given; & = joins results of further samples.

Each structure is followed by: Ba/F3 V617F tox	Calpain2 inh	PERK inh	TRPML3 ag	S1P4 ag	TRPN1 ag	EP2 modulator	S1P4 antagonist	BaF3 parental
Cc1ccccc1N=Nc1ccc(O)c2ncccc12
  3	-6	0.7	0.9	2.3	1.1	-18	2	1
CC(OC(=O)CNS(=O)(=O)/C=C/c1ccccc1)C(=O)Nc1ccc(S(=O)(=O)N2CCCC2)cc1 (stereo not given)
  3	18	-0.2	-0.6	-0.7	1.1	-9	-1	7
O=C(NCc1cc(C(F)(F)F)cc(C(F)(F)F)c1)C1CC(c2cccc([N+](=O)[O-])c2)=NO1 (stereo not given)
  2	-3	-0.3	0.9	-0.7	-0.3	14	0	4
CC1(C)OC(c2ccccc2)=C/C(=C\C=N\NC(=O)c2ccncc2)O1
  -1	8	-0.4	-0.1	0.2	-0.8	-5	10	0
NC(=O)CN1CCOCCOCCN(CC(N)=O)CCOCCOCC1
  -2	-1	0.3	0.9	1.6	0.4	12	5	5
Cc1ccc(NC(=O)CC2SC(=NCC3CCCO3)NC2=O)cc1Cl (stereo not given)
  1	4	0.2	0.4	2.2	0.3	-11	-28	3
Cc1ccc2[nH]c(CN3CCC(CO)(CC4CCCCO4)CC3)c(C)c2c1 (stereo not given)
  -3	-4	0.2	1.4	-1.3	0.8	-12	2	0
Cc1cccc(NC(=O)C2c3ccccc3Oc3ccccc32)n1
  -4	24	0.4	0.0	2.6	-1.0	8	-35	6
CCc1c(C)sc(NC(=O)OC)c1C(=O)N1CCCCC1
  -1	-29	0.2	1.1	-0.3	0.2	-13	-44	0
O=C(COc1ccccc1)N/N=C/c1ccc(O[C@@H]2O[C@H](CO)[C@@H](O)[C@H](O)[C@H]2O)cc1
  -2	2	0.6	0.9	0.3	0.3	10	-8	5
CCc1ccc(OCC(=O)N/N=C/c2ccc(OS(=O)(=O)c3ccc(C)cc3)c(OC)c2)cc1
  0	-21	-0.3	0.7	0.0	0.7	0	-11	5
O=C(NCCc1ccccc1)c1cc2sccc2n1Cc1ccccc1
  2	24	-0.6	-0.6	-1.0	-0.9	-38	-5	7
CN1C(=O)/C(=C\c2cc(Br)cs2)c2ccccc21
  -7	9	0.4	-0.2	-0.6	-2.3	1	-2	-2
Cc1c2cnn(-c3ccccc3)c(=O)c2c(C)n1CCCC(=O)N1CCN(C2CCCCC2)CC1
  0	10	-0.2	0.2	0.0	1.4	9	7	-3
CC(C)C[C@H](N)c1nnc(S(=O)(=O)Cc2ccc(F)cc2)o1
  0	-23	0.2	1.4	-0.2	-1.1	-4	-14	2
Cc1ccc(S(=O)(=O)c2c(C)cc(C)nc2Cl)cc1
  2	16	-1.2	-0.1	0.0	-1.3	-8	-20	3
COC(=O)c1cc2occc2n1CC(=O)Nc1ccc(OC)c(OC)c1OC
  -3	3	0.1	0.3	2.7	-0.2	19	-9	6
CCn1c2ccc(Cl)cc2c2nc3ccccc3nc21
  0	-6	0.0	0.1	1.2	-0.4	55	-1	-1
CCOc1ccc2nc(NS(=O)(=O)Cc3ccccc3)sc2c1
  3	-5	0.0	-0.2	1.2	1.8	-8	14	7
COc1ccc(Nc2nc3c([nH]2)c(=O)[nH]c(=O)n3C)cc1
  2	29	0.6	0.2	-0.1	-0.7	21	9	7

The final 2 entries of the part above come first, to join the parts.
Each structure is followed by: Ba/F3 V617F tox	Calpain2 inh	PERK inh	TRPML3 ag	S1P4 ag	TRPN1 ag	EP2 modulator	S1P4 antagonist	BaF3 parental
CCOc1ccc2nc(NS(=O)(=O)Cc3ccccc3)sc2c1
  3	-5	0.0	-0.2	1.2	1.8	-8	14	7
COc1ccc(Nc2nc3c([nH]2)c(=O)[nH]c(=O)n3C)cc1
  2	29	0.6	0.2	-0.1	-0.7	21	9	7
C=C(C)C1CC=C(C)/C(=N\NC(=O)CCc2ccccc2)C1 (stereo not given)
  1	-7	0.9	0.6	-0.3	-0.3	-8	-4	2
O=C(O)CC(NC(=O)C12CC3CC(CC(C3)C1)C2)c1cc([N+](=O)[O-])ccc1Cl (stereo not given)
  3	-7	1.5	0.1	2.1	0.2	26	16	3
CC(=O)NCCOC(=O)Nc1ccncc1
  1	-2	-0.2	0.4	-2.7	0.6	20	7	2
COCCn1c(N2CCN(c3ccc(OC)cc3)CC2)nc2c1c(=O)n(C)c(=O)n2C
  4	-11	-0.8	0.2	1.3	0.5	18	3	8
COc1cccc(NC(=S)NC(=O)c2c(Cl)c(C)nn2C)c1
  -3	6	1.5	1.0	1.1	0.6	28	1	-1
O=C(NNC(=O)C1CC=CCC1C(=O)O)c1ccc(Cl)cc1 (stereo not given)
  3	19	0.8	0.5	-0.1	-0.7	21	-4	2
CCOC(=O)C1(Cc2ccc(Cl)cc2)CCN(C(=O)c2ccoc2)CC1
  3	21	0.7	-0.7	-1.3	-1.4	-2	9	8
Cc1sc2ncnc(SCC(=O)N3CCCC3)c2c1C
  5	-56	-1.9	0.1	0.5	1.8	11	-4	3
CCOC(=O)C1(Cc2cccc(OC)c2)CCN(Cc2cccc3cnccc23)CC1
  -2	10	1.3	-1.1	-0.1	-2.8	17	-8	-4
O=[N+]([O-])c1cccc(NC(=S)N2CCOCC2)c1
  7	15	1.8	0.7	-1.9	1.0	-9	12	14
Oc1ccc(CN2CCCc3ccccc32)c2cccnc12
  1	-4	0.8	0.2	2.4	-0.1	-1	-6	2
Cc1ccc(N(NC(=O)C(O)(c2ccccc2)c2ccccc2)C(=O)CCl)cc1
  0	-2	1.1	0.4	0.2	-1.0	20	-3	6
CC(C)(C)NC(=O)C1N(c2cccnc2)C(=O)C2C(C(=O)Nc3ccccc3F)C3(C)C=CC21O3 (stereo not given)
  -4	-7	-0.3	-0.4	3.3	-0.6	7	-2	-1
O=C(O)CC12CC3CC(C1)CC(n1ncc(NCc4ccccc4Cl)c(Cl)c1=O)(C3)C2
  0	-3	0.5	1.3	1.0	1.7	8	9	-4
C=CCNC(=O)Nc1ccc(OCC)cc1
  5	-3	-0.1	-0.2	0.5	0.8	6	-5	7
Cc1onc(-c2ccccc2Cl)c1C(=O)Nc1nc2ccc(S(C)(=O)=O)cc2s1
  9	-1	0.0	3.0	0.0	6.9	-11	-2	13
CC(C)CC1(C(=O)NCCc2c[nH]c3ccccc23)C=CCN1C(=O)c1ccccc1 (stereo not given)
  1	19	-0.4	-0.3	0.9	0.1	6	1	5
Cc1ccc(C(C(=O)NC2CCCC2)N(Cc2cccs2)C(=O)c2csnn2)o1 (stereo not given)
  1	-9	-0.9	0.2	-0.6	-1.0	14	-9	4
O=C(CN1CCN(c2ccccn2)CC1)N1c2ccccc2CCc2ccccc21
  3	8	-0.9	-0.7	-0.3	0.5	-9	5	3
COC(=O)N/N=C/c1cc(Cl)cc(Cl)c1OCc1ccccc1F
  -7	14	0.7	0.2	-1.3	0.6	5	-21	4
O=C(NC1CCCc2ccccc21)c1ccc(=O)[nH]c1 (stereo not given)
  2	-13	0.6	0.1	-0.3	0.3	-10	-19	7
CCCOC(=O)CC1C(=O)NCCN1Cc1ccccc1C (stereo not given)
  1	·	0.7	0.4	-0.6	1.1	·	-9	8
CC1(C)Cc2c(ccc3ccccc23)C2=C(C(=O)N3CCCC3)C(=O)C(=O)N21
  0	6	1.0	0.2	-0.3	-2.4	22	-9	4
COc1ccc(/C=C2/S/C(=N/S(=O)(=O)Cc3ccccc3)NC2=O)cc1OC
  -1	18	0.6	0.4	1.3	0.2	-7	7	1
COc1ccc(/C=N/n2c(=O)[nH]c3c([nH]c4ccc(F)cc43)c2=O)cc1CN1CCCCC1
  1	-14	0.8	0.6	0.3	0.5	-18	0	2
O=S1(=O)c2ccccc2N=NN1Cc1ccc(Cl)cc1
  -2	-13	0.4	0.8	1.3	-0.2	-23	0	5
Cc1cc2ncn(C(=O)c3cc(-c4ccccc4)nc4ccccc34)c2cc1C
  0	-10	-0.3	0.3	0.1	-0.4	24	-12	6
O=C(NNc1ccccc1)C(=O)NNS(=O)(=O)c1ccc(CCCl)cc1
  -1	-14	0.9	-0.1	2.4	-2.6	-1	-17	1
Cc1ccc(Sc2c(CO)c(-c3ccccc3)nn2C)cc1
  80*	12	0.1	0.7	3.2	2.8	-64	-13	82*
O=c1cc(-c2ccc(C3CCCCC3)cc2)[nH][nH]1
  -2	-14	0.1	0.8	1.4	1.2	46	3	4
Cc1ccc(C)n1NC(=O)c1ccccc1
  -2	-17	0.3	0.2	-0.2	-0.3	8	5	0
N#Cc1ccc(-c2csc(NNC(=O)c3ccc(Br)cc3)n2)cc1
  -4	-9	0.5	-0.8	0.3	-0.2	-7	-11	2
Cc1cc(Cl)c(S(=O)(=O)NC2CCCC2)cc1OCC(=O)NC1CCCCC1
  1	-12	0.7	2.6	-1.8	6.2	-17	-10	3
COCC1CCN(Cc2cn[nH]c2-c2ccc(OC)cc2F)C1 (stereo not given)
  -1	-21	0.3	0.6	0.2	1.3	-9	6	-1
Cc1onc(-c2ccccc2Cl)c1C(=O)Nc1ccc(-n2nncc2C(C)(C)C)cc1
  -2	-17	-0.1	0.6	-0.9	-0.2	6	2	4
COc1ccccc1OC1=NS(=O)(=O)c2ccccc21
  -3	-27	0.9	2.4	0.8	0.8	1	-9	0
CCOC(=O)c1ccc(NC(=S)N(CCCN2CCCCCC2)Cc2ccco2)cc1
  0	9	-0.7	1.2	0.4	0.2	-20	-7	8
Cc1nn(-c2ccccc2)c(C)c1/C=C1\C(=O)N(C)C(=S)N1C
  -1	22	-0.3	-0.6	-0.3	-0.6	-2	-2	5
O=C(C1CCCN(S(=O)(=O)c2cnc[nH]2)C1)N1CCN(Cc2ccccc2)CC1 (stereo not given)
  -4	2	0.9	0.0	0.2	0.3	17	-6	-1
COc1cccc(NC(=S)N(CCc2c(C)[nH]c3ccc(C)cc23)Cc2cccs2)c1
  -2	-14	0.1	1.0	1.0	0.3	-28	-7	6
CNC(=O)CSc1nc2c([nH]c3ccccc32)c(=O)n1CCOC
  0	-6	0.4	0.8	-0.3	1.2	-8	-5	-1
COc1ccc(OC(C)c2nnc(N)s2)cc1 (stereo not given)
  4	-16	-0.5	0.4	0.3	0.3	-26&12	-14	16
CCN(CC(=O)Nc1cccc(OC)c1)C(=O)C1CCN(C(=O)Nc2ccccc2)CC1
  -1	3	0.6	0.5	-1.9	-1.2	22	-12	3
O=C(COC(=O)/C=C/c1ccco1)Nc1ccc(F)cc1Cl
  3	-23	1.2	-0.6	0.8	-0.7	-26	1	7
O=C(c1ccco1)N1CCN(c2ccc([N+](=O)[O-])cc2Cl)CC1
  0	-1	0.3	1.9	-0.7	4.6	-13	-2	-11
CC(=O)Nc1nc(N2C(=O)c3ccccc3C2=O)n(-c2ccccc2)n1
  2	-43	-0.3	0.6	1.1	-0.4	15	2	2
O=C(COc1ccc(S(=O)(=O)NC2CCCCC2)cc1)NCC1CCCO1 (stereo not given)
  -5	1	0.8	0.8	-0.2	0.8	-1	-4	3

From PubChem
